Screening data deposited in PubChem BioAssay by Sanford-Burnham Center for Chemical Genomics.
TIM10 inh – growth inhibitors of TIM10 yeast strain | inhibition, % at 10 µM | 1.4% of 330,000 active | S. cerevisiae TIM10 strain growth, BacTiter-Glo luminescence, 24 h;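 active = inhibition of 40% or more at the single tested concentration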;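 also: wild-type TIM10 isogenic control strain grown at permissive 25 °C; 0% = DMSO yeast wells and 100% = minimal medium wells without yeast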
tim23-1 inh – tim23-1 yeast growth inhibition | inhibition, % at 20 µM | 1.3% of 330,000 active | S. cerevisiae tim23-1 growth, BacTiter-Glo luminescence, 24 h;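 active = growth inhibition of the mutant yeast at or above 50%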;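 also: temperature-sensitive mutant grown at 25 °C; plate controls were DMSO-treated mutant yeast for no effect and medium wells lacking yeast for full effect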
APJ antag – APJ receptor antagonism. P35414. CHO-K1 APJ beta-arrestin complementation, luminescence. inhibition, % at 20 µM. 0.32% of 330,000 active. AID 2521;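 active = inhibition above about 40% at 20 µM, limit read from the data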;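 also: cells challenged with 10 nM apelin-13 agonist together with compound; plate controls were apelin-13 plus DMSO wells for no effect and DMSO wells lacking apelin-13 for full effect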
Target sequence (P35414 whole entry, looked up): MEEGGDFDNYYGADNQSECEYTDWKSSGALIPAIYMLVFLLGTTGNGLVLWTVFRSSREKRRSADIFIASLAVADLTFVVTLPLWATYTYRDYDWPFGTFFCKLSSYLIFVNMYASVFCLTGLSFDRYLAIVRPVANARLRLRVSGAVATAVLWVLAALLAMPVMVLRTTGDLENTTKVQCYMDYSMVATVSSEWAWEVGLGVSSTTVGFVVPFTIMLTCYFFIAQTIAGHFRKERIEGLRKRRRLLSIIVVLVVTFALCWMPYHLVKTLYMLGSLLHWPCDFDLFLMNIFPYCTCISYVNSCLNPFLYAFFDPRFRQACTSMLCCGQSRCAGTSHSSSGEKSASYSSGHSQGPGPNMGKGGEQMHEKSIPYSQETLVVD
UPR CHOP act – activators of apoptotic arm of unfolded protein response (CHOP); CHO-CHOP luciferase reporter, UPR activation, luminescence; percent of tunicamycin response over DMSO baseline; activation, % at 10 µM; 0.34% of 330,000 active; AID 449763;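 active = at 10 µM dose, activation of 40% or more, normalized to positive control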;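 also: 100% = tunicamycin at 10 µg/mL and 0% = DMSO alone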
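System: CHO-CHOP luciferase reporter cell line | Buffer or medium: F12 medium containing 10% fetal bovine serum | Doses: One dose, 10 µM in 0.5% DMSO | Times: 6 h compound exposure at 37 °C after overnight seeding | Signal: Luciferase luminescence | Read-out: % activation vs tunicamycin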
UPR XBP1 act – activators of adaptive arm of unfolded protein response (XBP1); CHO-XBP1 luciferase reporter, IRE1-XBP1 UPR activation, luminescence; percent of tunicamycin response, DMSO as zero; activation, % at 20 µM; 0.33% of 330,000 active; AID 463104;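 active = versus positive control, 20 µM dose yields 30% or more activation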;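 also: 100% = tunicamycin at 10 µg/mL and 0% = DMSO only wells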
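Signal: luciferase luminescence; Assay system: CHO-XBP1 luciferase reporter cells; Amount: one thousand reporter cells per well; Dosing: 20 µM single concentration, DMSO 1%; Benchmarks: high control tunicamycin 10 µg/mL final, low control DMSO vehicle only; Schedule: 6 h compound exposure at 37 °C, 5% CO2; Evaluation: percent activation relative to tunicamycin reference.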
tim10-1 inh – tim10-1 yeast growth inhibition. AID 463190. S. cerevisiae tim10-1 ts strain growth, BacTiter-Glo, 24 h. 2.2% of 330,000 active. inhibition, % at 20 µM;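 active = inhibition of at least 40%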;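 also: mutant grown at 25 °C; 0% = DMSO wells with yeast and 100% = wells holding no yeast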
CXCR6 inh – blocks human CXCR6 beta-arrestin recruitment | O00574 | CHO-K1 PathHunter CXCR6 beta-arrestin, luminescence | inhibition, % at 20 µM | 0.36% of 360,000 active; in the data active = inhibition above about 34%, passing the limit was not always enough;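 also: antagonist mode with CXCL16 agonist at 10 nM final; 0% = 10 nM CXCL16 with DMSO and 100% = unstimulated wells without agonist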
Target sequence (O00574 whole entry, looked up): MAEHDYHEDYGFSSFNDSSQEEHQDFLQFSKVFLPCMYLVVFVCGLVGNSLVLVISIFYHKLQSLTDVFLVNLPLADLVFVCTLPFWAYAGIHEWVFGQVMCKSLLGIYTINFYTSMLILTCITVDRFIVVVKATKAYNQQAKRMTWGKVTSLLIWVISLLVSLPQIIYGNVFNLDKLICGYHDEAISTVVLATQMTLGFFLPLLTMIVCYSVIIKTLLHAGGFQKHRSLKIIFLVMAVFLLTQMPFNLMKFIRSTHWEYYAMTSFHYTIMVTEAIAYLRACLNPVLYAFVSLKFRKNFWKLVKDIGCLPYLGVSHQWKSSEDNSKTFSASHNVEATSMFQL
Mdm2 MdmX PPI – human Mdm2/MdmX binding inhibition; O15151+Q00987; SaOS-2 split-luciferase Mdm2/MdmX complementation, luminescence; inhibition, % at 8 µM; 3% of 330,000 active;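 active = inhibition of at least 50% at 8 µM in the primary screen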
APJ ag – activates the human apelin receptor APJ | P35414 | CHO-K1 APJ PathHunter beta-arrestin, luminescence; 0% DMSO wells, 100% apelin | activation, % at 20 µM | 0.11% of 330,000 active;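 active = activation more than six SD over the plate average, tested at 20 µM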;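 also: 0% = DMSO alone and 100% = apelin-13 at 10 nM; some results filed as inactive read as strong as hits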
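Assay system: CHO-K1 cells stably expressing ProLink-tagged human APJ and arrestin–beta-gal acceptor. Compound dosing: 20 µM single point, 1% DMSO. Times: 16-18 h seeding, 90 min dark compound exposure, 60 min detection. Detection: beta-gal luminescence. Evaluation: APJ–arrestin association signal. Controls: negative DMSO alone, positive Apelin-13 at 10 nM.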
* hit, by the source's call; / = no result given; & = joins results of further samples. An excerpt. The share of hits here may be higher or lower than overall.

no.	mol	UPR XBP1 act	UPR CHOP act	tim23-1 inh	TIM10 inh	APJ antag	Mdm2 MdmX PPI	APJ ag	tim10-1 inh	CXCR6 inh
1	Cc1ccc2c(Cl)cc(Cl)c(OCC(=O)Nc3cc(S(=O)(=O)N(C)C)ccc3C)c2n1	0	0.7	18	28	13	22	0	25	2
2	O=C(Nc1cccc2cccnc12)c1ccc(Br)cc1Br	-6	2.4	23	-1	14	32	-1	7	4
3	CCOC(=O)N1CCN(C(=O)c2ccc(NS(=O)(=O)c3ccc(C)cc3)cc2)CC1	-4	0.1	19	6	3	13	2	18	-23
4	CCOCc1c(C(=O)NCC(c2ccco2)N2CCCC2)oc2ccccc12 (stereo not given)	0	0.7	13	4	-3	3	-4	7	7
5	O=C(NCCN1CCCC1)c1ccc2c(=O)n(CCc3ccccc3)c(=O)[nH]c2c1	0	-0.8	29	3	-1	-19	8	14	-3
6	CC(C)(CN1CCN(Cc2ccccc2)CC1)NS(=O)(=O)c1ccccc1	0	-1.0	17	-8	-2	-7	-3	3	0
7	CC(=O)Nc1ccc(S(=O)(=O)Nc2nccc(/C=C/c3ccc(Cl)cc3)n2)cc1	0	0.7	9	8	2	-5	-3	-9	-7
8	CCOc1cc2c(C#N)c(N3CCCCC3)nc(N)c2c(N)n1	-1	1.1	32	12	0	9	-2	23	-10
9	CCOC(=O)Nc1cc(Br)c2c(c1)OCCO2	-1	4.4	36	4	-14	-3	3	3	-3
10	COc1cc(S(=O)(=O)NCCCN2CCOCC2)ccc1Cl	-4	-0.1	9	-3	3	17	2	-5	1
11	COc1ccccc1OCCn1c(C)c(C=O)c2ccccc21	-1	1.9	26	-17	4	23	-3	4	4
12	Brc1ccccc1-c1nnc2sc(Cc3ccccc3)nn12	-4	-1.4	42	24	8	4	-1	29	-2
13	Cc1oc(-c2cccc(Cl)c2)nc1CS(=O)(=O)CC(=O)NC1CC1	-3	-2.2	5	-4	-7	15	-2	-9	2
14	CN(C)c1ccc(/C=N/NC(=O)CSc2ccccn2)cc1	0	7.1	4	12	21	9	-7	-6	2
15	Cn1cncc1C#Cc1ccc2cc(C3(O)CCCCC3)oc(=O)c2c1	4	6.8	5	-12	-5	15	7	5	-3
16	COc1cccc(OC)c1C(=O)Nc1ccc2c(c1)n(C)c(=O)n2C	-2	1.3	-4	3	4	6	-2	5	-6
17	CN(CC(=O)Nc1ccc(F)cc1)C(=O)CSc1nccn1C	-2	-1.2	-4	-8	14	19	-4	-13	4
18	Cc1ccc(C(=O)N2CCCC(c3ccc(Cl)cc3)=N2)cc1	-2	-1.5	29	4	-3	29	-2	31	4
19	Cc1nc2nc3c(cn2n1)C(=O)CCC3	-2	-0.2	-2	-6	-10	4	-1	5	12
20	CCn1c2ccc(C)cc2c2nnc(SCCN3CCOCC3)nc21	2	-2.0	29	-2	-3	2	0	26	7
21	CCCCC(=O)NC(NC(=O)CCCC)c1ccc(OCCC)c(OC)c1	0	0.6	5	-2	13	1	-4	5	10
22	C=CCn1c(-c2cccs2)nc2nc3ccccc3nc21	4	1.6	45	1	11	-10	-2	23	10
23	Cc1cc2cc(C)c3nnc(SCc4ccccn4)n3c2cc1C	0	0.3	46	18	17	30	-1	34	4
24	COC(=O)c1nc(N)sc1-c1ccc(Cl)c(Cl)c1	5	1.1	36	24	-14	40	0	16	-12
25	CC(C)C[C@H](NC(=O)NC(C)C)C(=O)O	-1	0.7	-2	3	9	23	-6	7	0
26	CCOc1ccc(NC(=O)C2CC(=O)N(c3cc(C)cc(C)c3)C2)cc1 (stereo not given)	3	0.4	18	-5	-12	6	-2	6	6
27	Cc1ccc(C)c(N2CCN(C(=O)CCCCCn3c(=S)[nH]c4ccc(N5CCOCC5)cc4c3=O)CC2)c1	-5	-2.5	-5	4	-1	86*	10	0	-8
28	CCOC(=O)c1cc2c(ccn2C)n1CC(=O)N1CCN(c2ccc(F)cc2)CC1	-4	-2.5	23	8	-4	-12	-2	-9	4
29	COc1ccc(CCNC(=O)c2cccc3ccccc23)cc1OC	-1	0.4	7	5	-1	10	-2	6	-6
30	COc1ccc(Cl)cc1NC(=O)CN(C)C(C)C(=O)NCC1CCCCC1 (stereo not given)	1	2.0	40	10	7	-9	-6	30	6
31	Cc1ccc(C(=O)C(OC(=O)CNC(=O)c2ccc(Cl)cc2)c2ccccc2)cc1 (stereo not given)	-5	0.2	33	20	-6	0	-4	23	1
32	CN(CCO)C1=NS(=O)(=O)c2cc([N+](=O)[O-])ccc21	-4	1.1	-3	14	-110	16	2	4	-11
33	COc1ccc(NC(=O)c2cc3cc(OC)ccc3oc2=O)cc1	0	2.8	5	-16	-2	-17	0	4	2
34	Cc1cc(NC(=O)COC(=O)c2ccccc2S(=O)(=O)N(C)c2ccccc2)no1	-2	-0.3	25	-3	12	96*	1	33	1
35	O=c1cc(-c2ccccc2Cl)oc2cccc(O)c12	8	3.3	7	0	15	9	3	-17	3
36	Cc1sc2ncnc(N3CCN(c4ncccn4)CC3)c2c1C	7	-2.2	19	-10	3	24	-3	13	-17
37	O=C(Nc1ccc2snnc2c1)Nc1cccc2ccccc12	3	4.5	-1	7	11	67*	8	12	-8
38	CN(CC(=O)Nc1cccc(F)c1)C(=O)c1cccc(S(=O)(=O)N2CC3(C)CC2CC(C)(C)C3)c1 (stereo not given)	-3	1.8	16	12	-13	18	3	15	-7
39	COCc1cc(C)nc(Oc2ccccc2)c1C#N	0	-0.5	5	-26	7	-3	-3	1	-1
40	S=C(NCCc1ccccc1)N1CCN(C2CCCCC2)CC1	-3	-0.2	-2	-2	12	-4	0	4	-7
41	COc1ccc(CCN=C(N)Nc2nc(C)cc(C)n2)cc1	0	1.3	-24	-39	-12	41	-4	-9	1
42	CC(c1nnc(SCC(=O)Nc2sccc2C#N)n1-c1ccc(Cl)cc1)N(C)C (stereo not given)	-1	0.1	20	14	11	-16	-1	20	3
43	COc1ccc(C(=S)N2CCN(c3ccccc3Cl)CC2)cc1OC	1	1.7	44	26	20	-25	-5	29	0
44	NS(=O)(=O)c1ccc(CCNC(=O)CSc2ccsc2[N+](=O)[O-])cc1	0	-1.3	8	0	3	5	-2	-4	3
45	CCn1cc(C(=O)OCC(=O)Nc2c(C)n(C)n(-c3ccccc3)c2=O)c(=O)c2ccc(C)nc21	-3	0.2	12	-10	-2	10	-3	5	4
46	CC1CC(C)CN(C(=O)COC(=O)c2nccnc2N)C1 (stereo not given)	0	1.0	0	4	6	-17	0	3	4
47	O=C(NCCCn1ccnc1)c1cc(C(=O)C2CCCCC2)c[nH]1	0	1.5	-3	3	-5	-43	0	9	1
48	COc1ccc(OCCn2c(C)c(/C=N/n3cnnc3)c3ccccc32)cc1	11	1.0	10	8	-4	11	-1	9	8
49	O=S(=O)(Nc1cccc2c1ccc1cccn12)c1cccs1	-1	-1.8	28	45*	16	-3	-1	31	10
50	CC(C)(C)NC(=O)CSc1nc2cccnc2n1C1CCCCC1	-1	0.5	28	2	7	11	-3	-5	8
51	O=C(CCS(=O)(=O)c1ccc(Br)cc1)Nc1ccc2c(c1)OCO2	2	1.4	25	21	4	4	-2	37	-5
52	Nc1ccc(S(=O)(=O)O)cn1	-2&-1&2	0.0&0.2&0.6	4&11&6	-1&-5&1	-4&8&7	-20&23&11	1&0&0	2&-9&-3	2&1&-16
53	CCOC(=O)c1ccc(NC(=S)NC(=O)c2cncc(Br)c2)cc1	7	1.7	10	9	38	20	-7	-29	42*
54	O=C(NCc1cccs1)c1cc(-c2ccncc2)nc2ccc(Br)cc12	1	-0.3	15	0	14	-9	-3	12	/
55	S=C(Nc1ccc(Br)cc1)N1CCN(c2ccccn2)CC1	-1	0.4	40	7	12	3	3	28	1
56	COCCNc1nnc(Cc2ccccc2)c(=O)[nH]1	-4	0.2	19	7	-7	18	-6	-15	3
57	COc1ccc(/C=N/NC(=O)c2nnn(-c3nonc3N)c2-c2cccs2)c(OC)c1	-1	0.2	-6	-16	9	16	5	1	0
58	COC(=O)[C@@H]1CCCN1Cc1c(C(=O)N2CCOCC2)nc2c(C)cccn12	-5	-0.3	15	-1	16	0	-3	1	-3
59	Cc1ccc2c(C)c(C(=O)N(Cc3ccc(F)cc3)C3CCS(=O)(=O)C3)oc2c1 (stereo not given)	-2	1.1	17	13	-1	-6	-3	30	0
60	Cc1ccccc1S(=O)(=O)Cc1ccc(C(=O)N2CCN(c3ccc(F)cc3)CC2)o1	-1	-0.3	19	20	4	16	-3	25	3

(list continues)
no.	mol	UPR XBP1 act	UPR CHOP act	tim23-1 inh	TIM10 inh	APJ antag	Mdm2 MdmX PPI	APJ ag	tim10-1 inh	CXCR6 inh
61	COc1cc(/C=C2\SC(=N)N(c3ccc4c(c3)OCO4)C2=O)cc(OC)c1O	12	-0.5	-10	-19	-1	27	1	10	0
62	Cc1ccc(CCNC(=O)C2CC(=O)N(C3CCCCC3)C2)cc1 (stereo not given)	-1	0.8	2	7	-4	8	-5	9	7
63	O=C(NCCC(=O)N1CCN(S(=O)(=O)c2ccc(Cl)cc2)CC1)Nc1ccccc1	-1	-0.3	-12	-10	-45	17	-6	-14	7
64	O=C(/C=C1\SC(=O)NC1=O)Nc1ccc(F)cc1	0	2.1	0	8	3	12	-3	13	-6
65	COc1ccc(/C=N/Nc2ncnc3sc4c(c23)CCCC4)cc1OC	3	2.9	11	26	15	8	-2	41*	3
66	O=C(/C=C/c1cn(-c2ccccc2)nc1-c1ccc2c(c1)OCCO2)NCCCN1CCOCC1	3	2.4	-15	4	18	4	0	14	-6
67	C[C@H]1CN([C@@H](C)CO)C(=O)c2cccc(NC(=O)Nc3ccc(C(F)(F)F)cc3)c2O[C@H]1CN(C)C	3	3.0	-7	-5	14	18	-3	-12	-1
68	Cc1nnc(SCC(=O)c2ccc(Cl)cc2)n(N)c1=O	4	3.1	-1	10	12	-72	-1	0	-3
69	Cc1cc(C)n2nc(C(=O)Oc3ccc4c(c3)OCO4)nc2n1	-2	-0.3	-8	-2	2	2	-1	-3	-5
70	COC(=O)c1ccccc1NC(=O)C1(S(=O)(=O)c2ccc(Cl)cc2)CC1	0	1.2	35	31	0	0	-5	28	-1
71	C=CCc1ccc(OCc2ccc(C(=O)OC)o2)c(OC)c1	-1	0.4	8	6	-11	-108	-2	31	-4
72	CCOc1cc(NC(=O)c2cccs2)c(OCC)cc1NC(=O)CCC(=O)NCc1ccccn1	2	-0.2	10	17	10	17	0	-22	/
73	COc1ccc(C(=O)/C=C/Nc2ccc(S(=O)(=O)Nc3ncccn3)cc2)cc1	2	5.0	-8	-25	-5	-17	-2	5	/
74	O=C(COC(=O)c1cnc(Cl)c(Cl)c1)NC1CC1	-2	0.7	-3	-5	-5	18	-7	-5	2
